From PubChem BioAssay
NFkB SMM – binders of human NF-kappa-B p105; calls only; 17,000 compounds, 1.3% hits; Small molecule microarray, anti-His fluorescence binding; AID 624139; P19838;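 active means spot fluorescence over background significantly raised, with a chance value under 7% in all four replicate spots of the compound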;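 further: probe protein is his-tagged human p50 processed subunit at 1 µg/ml; raw spot fluorescence signals with no normalization applied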
Target sequence (P19838 1-433 limits assumed): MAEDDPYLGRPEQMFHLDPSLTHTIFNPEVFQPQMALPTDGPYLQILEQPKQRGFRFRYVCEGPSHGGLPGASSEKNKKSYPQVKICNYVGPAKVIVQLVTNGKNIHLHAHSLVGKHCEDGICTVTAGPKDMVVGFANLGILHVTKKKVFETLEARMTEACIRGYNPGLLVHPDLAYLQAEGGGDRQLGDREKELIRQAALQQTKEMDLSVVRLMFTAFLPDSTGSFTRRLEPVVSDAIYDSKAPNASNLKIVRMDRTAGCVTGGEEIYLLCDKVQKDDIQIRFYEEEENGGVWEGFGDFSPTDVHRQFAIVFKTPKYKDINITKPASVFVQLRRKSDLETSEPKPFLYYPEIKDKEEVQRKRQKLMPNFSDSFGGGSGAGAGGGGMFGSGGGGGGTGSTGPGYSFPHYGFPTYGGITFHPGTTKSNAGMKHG
Calls only; i = inactive. These rows are one share of the data, so the mix of outcomes need not match the whole.

The opening 6 entries as a preview:
| SMILES | NFkB SMM |
| --- | --- |
| C[C@H]1CN([C@@H](C)CO)C(=O)Cc2cc(NC(=O)Cc3ccccc3)ccc2O[C@@H]1CN(C)Cc1ccc(C(=O)O)cc1 | i |
| C[C@H]1CN([C@@H](C)CO)C(=O)c2cc(NC(=O)Nc3ccc(F)cc3)ccc2O[C@@H]1CN(C)C(=O)Nc1ccc(F)cc1 | i |
| O=C(NCc1ccco1)c1cc([N+](=O)[O-])ccc1N1CCOCC1 | i |
| Cn1cc([N+](=O)[O-])c(C(=O)NCc2ccco2)n1 | i |
| C#CCNC(=O)C1=C[C@H](C2CCCCC2)C[C@H](OCCCCO)O1 | i |
| C[C@H](CO)N1C[C@H](C)[C@@H](CN(C)C(=O)Nc2cccc3ccccc23)Oc2ccc(NC(=O)CCCN(C)C)cc2C1=O | i |

This part in full, previewed entries included:
| SMILES | NFkB SMM |
| --- | --- |
| C[C@H]1CN([C@@H](C)CO)C(=O)Cc2cc(NC(=O)Cc3ccccc3)ccc2O[C@@H]1CN(C)Cc1ccc(C(=O)O)cc1 | i |
| C[C@H]1CN([C@@H](C)CO)C(=O)c2cc(NC(=O)Nc3ccc(F)cc3)ccc2O[C@@H]1CN(C)C(=O)Nc1ccc(F)cc1 | i |
| O=C(NCc1ccco1)c1cc([N+](=O)[O-])ccc1N1CCOCC1 | i |
| Cn1cc([N+](=O)[O-])c(C(=O)NCc2ccco2)n1 | i |
| C#CCNC(=O)C1=C[C@H](C2CCCCC2)C[C@H](OCCCCO)O1 | i |
| C[C@H](CO)N1C[C@H](C)[C@@H](CN(C)C(=O)Nc2cccc3ccccc23)Oc2ccc(NC(=O)CCCN(C)C)cc2C1=O | i |
| Cc1ccccc1NC(=O)CSc1nc(O)cc(=O)[nH]1 | i |
| O=c1[nH]c2cc(C(F)(F)F)ccc2n1-c1cc(C(F)(F)F)ccc1O | i |
| C[C@H](CO)N1C[C@H](C)[C@@H](CN(C)C(=O)Nc2cccc3ccccc23)Oc2c(NS(=O)(=O)c3ccccc3)cccc2C1=O | i |
| CNC[C@@H]1Oc2ccc(NC(=O)Cc3cn(C)c4ccccc34)cc2CC(=O)N([C@@H](C)CO)C[C@@H]1C | i |
| C[C@@H]1CN([C@@H](C)CO)C(=O)c2cc(NC(=O)Nc3ccc4c(c3)OCO4)ccc2O[C@@H](C)CCCCO[C@@H]1CN(C)Cc1ccccc1 | i |
| COc1cc(O)c(C(=O)/C=C/c2ccc(OC)c(OC)c2)c(OC)c1 | i |
| C[C@@H]1CN([C@@H](C)CO)C(=O)Cc2cc(NC(=O)C3CC3)ccc2O[C@@H]1CN(C)Cc1ccc2c(c1)OCO2 | i |
| C[C@@H]1CN([C@H](C)CO)C(=O)c2cc(NC(=O)CCC(F)(F)F)ccc2O[C@@H](C)CCCCO[C@@H]1CN(C)C(=O)c1ccncc1 | i |
| CNC[C@H]1OCCCC[C@H](C)Oc2ccc(NC(=O)NC(C)C)cc2C(=O)N([C@@H](C)CO)C[C@H]1C | i |
| C[C@@H]1CCCCO[C@@H](CN(C)Cc2ccncc2)[C@H](C)CN([C@H](C)CO)C(=O)c2cc(NS(C)(=O)=O)ccc2O1 | i |
| Cn1c(Cc2ccc(Cl)cc2)nnc1SCc1nc2ccccc2c(=O)n1-c1cccc(C(F)(F)F)c1 | i |
| C[C@H](CO)N1C[C@H](C)[C@@H](CN(C)C)Oc2ccc(NC(=O)CCCN(C)C)cc2C1=O | i |
| COc1ccc(S(=O)(=O)Nc2ccc3c(c2)C(=O)N([C@H](C)CO)C[C@H](C)[C@H](CN(C)Cc2ccc4c(c2)OCO4)O3)cc1 | i |
| Cn1nnc2cc(C(=O)N(CCO)c3ccccc3)ccc21 | i |
| C[C@H]1CN([C@@H](C)CO)C(=O)c2cc(N(C)C)ccc2O[C@H]1CN(C)C(=O)Nc1ccc2c(c1)OCO2 | i |
| CNC[C@H]1Oc2ccc(NC(=O)Nc3ccc(C(F)(F)F)cc3)cc2CC(=O)N([C@H](C)CO)C[C@H]1C | i |
| O=C(/C=C/c1ccccc1)c1ccccc1O | i |
| C[C@H](CO)N1C[C@H](C)[C@@H](CN(C)Cc2ccncc2)Oc2ccc(NC(=O)C3CC3)cc2CC1=O | i |
| C[C@H](CO)N1C[C@H](C)[C@H](CN(C)S(=O)(=O)c2cn(C)cn2)Oc2ncc(-c3ccc(F)cc3)cc2C1=O | i |

| SMILES | NFkB SMM |
| --- | --- |
| Cc1c(OCC(=O)Nc2ccc3c(c2)OCCO3)ccc2c1oc(=O)c1ccccc12 | i |
| Cc1noc(C)c1NC(=O)Nc1ccc2c(c1)C(=O)N([C@@H](C)CO)C[C@H](C)[C@@H](CN(C)C)OCCCC[C@@H](C)O2 | i |
| C[C@@H]1CN([C@H](C)CO)C(=O)c2cc(NC(=O)C3CCCCC3)ccc2O[C@@H](C)CCCCO[C@H]1CN(C)Cc1ccc(C(=O)O)cc1 | i |
| O=C(NCc1ccccn1)c1ccc(NC(=O)c2ccco2)cc1 | i |
| C[C@@H]1CN([C@H](C)CO)C(=O)c2cc(NC(=O)CCCN(C)C)ccc2O[C@H]1CN(C)C | i |
| C[C@@H]1CN([C@@H](C)CO)C(=O)c2cccc(NS(=O)(=O)c3cn(C)cn3)c2O[C@@H]1CN(C)Cc1ccc(C(F)(F)F)cc1 | i |
| C[C@@H]1CN([C@@H](C)CO)C(=O)c2cc(NC(=O)Nc3ccc(F)cc3)ccc2O[C@@H](C)CCCCO[C@@H]1CN(C)C | i |
| C[C@@H]1CCCCO[C@@H](CN(C)C(=O)Nc2ccc(C(F)(F)F)cc2)[C@H](C)CN([C@@H](C)CO)C(=O)c2cc(NC(=O)Nc3ccc4c(c3)OCO4)ccc2O1 | i |
| COc1ccc(S(=O)(=O)N(C)C[C@H]2Oc3ccc(NC(=O)NC(C)C)cc3CC(=O)N([C@H](C)CO)C[C@H]2C)cc1 | i |
| O=C(NC1CC1)C1=C[C@@H](c2coc3ccccc3c2=O)C[C@@H](OCc2ccc(CO)cc2)O1 | i |
| Cc1cc([N+](=O)[O-])nn1Cc1ccc(C(=O)Nc2ccc(CC#N)cc2)cc1 | i |
| C[C@@H]1CN([C@@H](C)CO)C(=O)CCCn2cc(nn2)CO[C@@H]1CN(C)C(=O)Nc1ccnc(N2CCOCC2)c1 | i |
| C[C@@H]1CN([C@H](C)CO)C(=O)CCCn2cc(nn2)CO[C@@H]1CN(C)S(=O)(=O)c1ccc(Oc2ccccc2)cc1 | i |
| Cc1cc(NC(=O)C2CC(c3cccc(Br)c3)=NO2)n(-c2ccccc2)n1 (centres undefined) | i |
| C[C@@H]1CN([C@@H](C)CO)C(=O)c2cccc(NC(=O)Nc3ccc(C(F)(F)F)cc3)c2O[C@@H]1CN(C)Cc1ccncc1 | i |
| Oc1ccccc1CNc1ccc2c(c1)ncn2C1CCCCC1 | i |
| C[C@H]1CN([C@@H](C)CO)C(=O)c2cccc(NS(C)(=O)=O)c2O[C@H]1CN(C)Cc1ccncc1 | i |
| CCO[C@H]1OC(C(=O)N2CCCCCCC2)=C[C@@H](C2CC2)[C@@H]1CCCO | i |
| COc1ccc2[nH]c(C(=O)O)c(CCC(=O)O)c2c1 | i |
| COc1ccc(NC(=O)Nc2ccc3c(c2)C(=O)N([C@H](C)CO)C[C@H](C)[C@@H](CN(C)S(=O)(=O)c2ccc(OC)cc2)OCCCC[C@H](C)O3)cc1 | i |
| C[C@@H]1CN([C@H](C)CO)C(=O)c2cc(NS(C)(=O)=O)ccc2O[C@H]1CN(C)CC1CC1 | i |
| CC(Sc1nnc(N)s1)C(=O)Nc1cccc(Cl)c1 (centres undefined) | i |
| CCOC(=O)C1=C(C)Nc2ncnn2C1c1ccccn1 (centres undefined) | i |
| CC(C)NC(=O)Nc1ccc2c(c1)C(=O)N([C@@H](C)CO)C[C@@H](C)[C@H](CN(C)S(=O)(=O)c1ccccc1)OCCCC[C@@H](C)O2 | i |
| O=C(OCC1OC(Oc2ccc(O)cc2COC(=O)C2(O)C(O)CCC(O)C2O)C(O)C(O)C1O)c1ccccc1 (centres undefined) | i |

Part of the list above in order of number of heavy atoms, falling:
| SMILES | NFkB SMM |
| --- | --- |
| C[C@@H]1CN([C@H](C)CO)C(=O)c2cc(NS(C)(=O)=O)ccc2O[C@H]1CN(C)CC1CC1 | i |
| O=C(NCc1ccco1)c1cc([N+](=O)[O-])ccc1N1CCOCC1 | i |
| COc1ccc2[nH]c(C(=O)O)c(CCC(=O)O)c2c1 | i |

More structures.
SMILES,NFkB SMM
COc1cc(O)c2c(c1)O[C@H](c1ccc(O)cc1)[C@@H](O)C2=O,i
Cc1cc2c(CO)cc(O)cc2o1,i
CCC(=O)Nc1ccccc1-c1nnc(SCc2ccccc2)[nH]c1=O,i
C[C@@H]1CN([C@@H](C)CO)C(=O)Cc2cc(NC(=O)Nc3cccc4ccccc34)ccc2O[C@H]1CN(C)Cc1ccc(C(F)(F)F)cc1,i
NC(=O)NCC#Cc1ccc2c(c1)[C@]1(C(=O)N2)[C@H](C(=O)N2CCCCCCC2)[C@H]2C(=O)O[C@H](c3ccccc3)[C@H](c3ccccc3)N2[C@@H]1c1ccc(O)cc1,i
CC1CC(=O)C2C(O)(C1)CC(O)C13OC21C(=O)c1cccc(O)c1C3O (centres undefined),i
C[C@@H]1CN([C@H](C)CO)C(=O)c2cccc(NC(=O)c3cnccn3)c2O[C@@H]1CN(C)CC1CC1,i
C[C@H](CO)N1C[C@H](C)[C@H](CN(C)C(=O)c2ccncc2)OCCCC[C@H](C)Oc2ccc(NC(=O)Cc3ccccc3)cc2C1=O,i
C[C@H](CO)N1C[C@H](C)[C@H](CN(C)C(=O)NC2CCCC2)Oc2ncc(-c3cccc(C(F)(F)F)c3)cc2C1=O,i
NC(=Nc1ccccc1)NC(=O)c1nc(Cl)c(N)nc1N,i
O=C(CSc1nnc(-c2ccccc2)n1-c1ccccc1)Nc1cccc(Br)c1,i
COc1ccc(S(=O)(=O)Nc2ccc3c(c2)CC(=O)N([C@H](C)CO)C[C@@H](C)[C@H](CN(C)S(=O)(=O)c2cn(C)cn2)O3)cc1,i
CC(C)NC(=O)[C@@]1(Cc2ccccc2I)c2ccccc2C(=O)N(Cc2ccccc2C(F)(F)F)[C@H]1c1ccc(CO)cc1,i
O=C(Cn1cc(CO)c2ccccc21)Nc1ccccc1,i
Cc1cc(C(=O)CSc2nnc3sc4ccccc4n23)c(C)n1Cc1ccccc1,i
NS(=O)(=O)c1ccc(N=Cc2c(O)[nH]c3ccccc23)cc1,i
O=C(CC(O)(CC(=O)OCc1ccc(O[C@@H]2O[C@H](CO)[C@@H](O)[C@H](O)[C@H]2O)cc1)C(=O)OCc1ccc(O[C@@H]2O[C@H](CO)[C@@H](O)[C@H](O)[C@H]2O)cc1)OCc1ccc(O[C@@H]2O[C@H](CO)[C@@H](O)[C@H](O)[C@H]2O)cc1,i
COc1ccc(S(=O)(=O)N(C)C[C@@H]2Oc3c(NC(=O)c4ccc(-c5nccs5)cc4)cccc3C(=O)N([C@H](C)CO)C[C@H]2C)cc1,i
O=[N+]([O-])c1ccccc1S(=O)(=O)NCC1CCC(CNCC2CCc3ccccc3C2)CC1 (centres undefined),i
COC(=O)C(C)Sc1ncnc2scc(-c3ccc(Cl)cc3)c12 (centres undefined),i
COc1ccc(S(=O)(=O)N(C)C[C@H]2Oc3c(NC(=O)C4CCOCC4)cccc3C(=O)N([C@H](C)CO)C[C@H]2C)cc1,i
Cc1cc(Oc2ccccc2)nc(SCCOc2ccccc2)n1,i
C[C@]1(CO)CCC[C@]2(C)C3=C(C[C@@H](O)C12)C(=O)OC3 (some centres undefined),i
C[C@H]1CCCCO[C@H](CN(C)C(=O)c2ccncc2)[C@@H](C)CN([C@@H](C)CO)C(=O)c2cc(NS(=O)(=O)c3ccccc3)ccc2O1,i
C[C@@H]1CN([C@H](C)CO)C(=O)Cc2cc(NC(=O)Cc3cn(C)c4ccccc34)ccc2O[C@H]1CN(C)C(=O)NC1CCCCC1,i
C[C@H](CO)N1C[C@H](C)[C@H](CN(C)C(=O)Nc2cccc3ccccc23)OCCCC[C@H](C)Oc2ccc(N(C)C)cc2C1=O,i
COc1ccc(S(=O)(=O)N(C)C[C@H]2OCc3cnnn3CCCC(=O)N([C@H](C)CO)C[C@@H]2C)cc1,i
Nc1c(C(=O)NCc2ccccc2)c2nc3ccccc3nc2n1CCO,i
C[C@H](CO)N1C[C@H](C)[C@H](CN(C)C)Oc2ccc(NS(C)(=O)=O)cc2CC1=O,i
C[C@@H]1CN([C@@H](C)CO)C(=O)Cc2cc(NC(=O)CCCCCC(=O)Nc3ccccc3N)ccc2O[C@H]1CN(C)CC1CC1,i

SMILES,NFkB SMM
CN(C)S(=O)(=O)N1CCN(CC(=O)Nc2cc(Cl)ccc2Cl)CC1,i
O=C(NCc1ccc(F)cc1)[C@@H]1C[C@@H]2C(=O)N3CCC[C@H]3C(=O)N2[C@@H]1c1cccc(OCCO)c1,i
CCOC(=O)c1cnn(-c2nc(SC)nc3sc4c(c23)CCC4)c1N,i
C[C@H]1CN([C@@H](C)CO)C(=O)Cc2cc(NC(=O)NC3CCCCC3)ccc2O[C@@H]1CN(C)S(=O)(=O)c1ccccc1,i
CC(C)=CCC1Cc2c(cc(O)c(C(=O)C(C)C)c2O)OC1(C)C (centres undefined),i
CS(=O)(=O)N(CC(=O)Nc1ccccc1Br)c1ccccc1F,i
COc1ccc(S(=O)(=O)N(C)C[C@@H]2Oc3ccc(NC(=O)Nc4cccc5ccccc45)cc3C(=O)N([C@@H](C)CO)C[C@H]2C)cc1,i
COc1ccc(CCC(=O)c2ccc(OC)cc2O)cc1,i
C[C@H](CO)N1C[C@H](C)[C@@H](CN(C)S(=O)(=O)c2ccc(C#N)cc2)OCc2cnnn2CCCC1=O,i
Cc1ccc(S(=O)(=O)N(C)C[C@H]2Oc3ccc(NC(=O)NC4CCCCC4)cc3C(=O)N([C@H](C)CO)C[C@H]2C)cc1,i
CS(=O)(=O)c1ccc(-c2nc(-c3ccc(F)cc3)c(-c3ccncc3)[nH]2)cc1,i
COc1ccc(CN(C)C[C@@H]2Oc3ccc(NC(=O)Nc4ccc(C(F)(F)F)cc4)cc3CC(=O)N([C@H](C)CO)C[C@@H]2C)cc1,i
CC(C)NC(=O)Nc1ccc2c(c1)C(=O)N([C@@H](C)CO)C[C@H](C)[C@H](CN(C)C(=O)CCCN(C)C)OCCCC[C@H](C)O2,i
